Compound activity from PubChem.
CRFR2-BP ag: agonists of CRF-BP/CRF-R2 complex, primary screen, cell-based, HEK293, calcium dye fluorescence, uHTS. 350,000 compounds, 0.46% hits. calcium dye fluorescence (FLIPR); percent of saturating CRF peptide response. activation, % at 13.2 µM. CRF-binding protein / CRF receptor 2 complex (human);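 active = activation of at least 50%, plus an integration ratio under a set limit after plate pattern correction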;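 note: plate controls were neutral control wells without compound for no effect and CRF at EC100 for full effect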
Numbers without * were called inactive. An excerpt. The share of hits here may be higher or lower than overall.

structure,CRFR2-BP ag
OCCc1ccccc1,0.9
CC[C@H](C)[C@@H]1NC(=O)c2cc([N+](=O)[O-])cc(I)c2NCC[C@@H](C(N)=O)NC(=O)[C@H](CCCN=C(N)N)NC1=O,-0.9
CCCCNc1nc2ccccc2n1CC(=O)Nc1ccc2c(c1)OCCO2,-1.3
O=S(=O)(c1ccc(S(=O)(=O)N2CCCC2)cc1)N1CCCCC1,1.2
COc1ccc(OC)c(Nc2cc(-c3ccccc3)nc(N)n2)c1,-0.5
O=C(/C(=C/c1ccncc1)n1ccnc1)c1ccc(Cl)cc1Cl,6.4
Cc1ccc(N2C(=O)c3cccc4c(N5CCN(C)CC5)ccc(c34)C2=O)c2cccnc12,89*
CCCCNC(=O)C(C1CCCCC1)N(CCN(C)C)C(=O)CCCN1C(=O)NC(c2ccc(-c3ccccc3)cc2)C(C(=O)OCc2ccccc2)=C1C (stereo not given),0.8
NCCCC[C@H]1NC(=O)[C@H](CCC(=O)O)NC(=O)c2cc([N+](=O)[O-])cc(I)c2OCC[C@@H](C(N)=O)NC1=O,1.2
CCCN1C(=O)/C(=C2\SC(=S)N(c3c(C)n(C)n(-c4ccccc4)c3=O)C2=O)c2ccccc21,-0.7
CCCC[C@@H]1C[C@H]1[C@@H](NC(=O)c1ccco1)c1ccccc1C(F)(F)F,-1.0
Cc1ccc(N(C(=O)CCl)C(C(=O)NC2CCCCC2)c2cccnc2)cc1C (stereo not given),0.6
N#Cc1nccnc1S(=O)(=O)c1cccs1,1.0
COC(=O)c1cc(S(=O)(=O)n2nc(C)cc2C)c(Cl)cc1Cl,-2.1
CC1(C)CC2(CCO1)C(Nc1ccccc1)=NC(=S)N2c1ccccc1 (stereo not given),-2.5
N#Cc1ccc(C23CC4(C2)[C@H](CN(Cc2ccc(C(F)(F)F)cc2)[C@@H]4c2ccccc2)C3c2ccc(C(F)(F)F)cc2)cc1 (stereo not given in full),3.2
COC(=O)c1ccc(C23CC4(C2)[C@H](CN(Cc2ccc(-c5ccccc5)cc2)[C@@H]4c2ccccc2)C3c2ccc(C(F)(F)F)cc2)cc1 (stereo not given in full),7.7
CC1(C)CC[C@@]23CC[C@]4(C)[C@@](OC2=O)(C3C1)[C@H]1O[C@H]1C1[C@@]2(C)CC[C@H](O)C(C)(C)C2CC[C@]14C (stereo not given in full),2.3
CC(SCc1ccccc1)C(=O)Nc1ccccc1F (stereo not given),-0.8
Oc1c(Br)cc(C=Nc2ccc3nc(-c4ccccc4)[nH]c3c2)c(O)c1Br,3.8
O=C(c1ccco1)N1CCN(CC(=O)N2CCCc3c2c(=O)oc2ccc(O)cc32)CC1,1.2
CCCn1nc(-c2ccccc2)c2nc3ccccc3nc21,106*
O=C1NC(NS(=O)(=O)c2ccc(Cl)cc2)(C(F)(F)F)C(=O)N1CCc1ccccc1 (stereo not given),-3.1
FC(F)(F)c1ccc(CN2C[C@@H]3C(c4ccc(Cl)nc4)C4(c5cccnc5)CC3(C4)[C@H]2c2ccccc2)cc1 (stereo not given in full),-0.7
CC1(C)Cc2c(sc(NC(=O)c3ccco3)c2C#N)C(C)(C)N1,1.3
CC(=O)NCc1ccc(S(=O)(=O)NC2CCN(Cc3ccccc3)CC2)cc1,1.8
Cc1cccc(-c2noc(CCC(=O)NC3CCCC3)n2)c1,0.3
CCc1ccc2[nH]c(=O)c(CN(Cc3ccc4c(c3)OCO4)C(=O)c3ccco3)cc2c1,2.2
Cn1cc([N+](=O)[O-])c(C(=O)Nc2cc(Oc3cccnc3)cc([N+](=O)[O-])c2)n1,-1.3
CC(C)(C)NC(=O)c1ccc(C(=O)NC(C)(C)C)cc1,0.0
CC(=O)Nc1ccc(S(=O)(=O)NCc2nc(-c3ccccc3C)no2)cc1,-0.6
COc1ccc(N2CCN(C(=O)COc3ccccc3)CC2)cc1,-0.6
COc1cc(CN2CCN(c3cc(C)ccc3C)CC2)cc([N+](=O)[O-])c1O,-0.1
Cc1nn2c3cc(N4CCOCC4)ccc3nc2c2ccccc12,-1.4
CCc1ccc(-c2nc(CN3CCC(C(=O)NCc4ccco4)CC3)c(C)o2)cc1,-1.6
COC(=O)CN1C(=O)[C@H]2[C@@H](/C=C/c3ccccc3)N3C(=O)CN(Cc4ccccn4)C(=O)[C@@]3(Cc3ccccc3)[C@H]2C1=O,-1.0
CCOc1ccc2nc(NC(=O)CN3CCN(c4ccccn4)CC3)sc2c1,-0.4
O=C(COc1ccc2ccccc2c1)NCC1CCCO1 (stereo not given),-0.2
C#CCOCCOCCOCCNc1nc(N2CCN(C(=O)[C@H]([C@@H](C)CC)n3cc(CCCN=C(N)N)nn3)CC2)nc(N2CCN(C(=O)[C@H](C)n3cc(CCCN=C(N)N)nn3)CC2)n1,0.7
CCn1c2ccc(Cl)cc2c2nc3ccccc3nc21,3.1
CN(CC(=O)N1CCc2[nH]c3ccc(F)cc3c2C1)CC1OCCO1,-0.7
C#CCOCCOCCOCCNc1nc(N2CCN(C(=O)C([C@@H](C)CC)n3cc(C(N)COC(=O)C(F)(F)F)nn3)CC2)nc(N2CCN(C(=O)[C@H](CCC(=O)O)n3cc(C(N)CC(C)C)nn3)CC2)n1 (stereo not given in full),0.0
CC(C)=CCC12Oc3cc(O)ccc3C1(O)Oc1cc3c(c(O)c1C2=O)C=CC(C)(C)O3 (stereo not given),0.1
CCNc1ccccc1CP(=O)(c1ccccc1)c1ccccc1O (stereo not given),4.2
CCn1c(C)nc2cc(C(=O)NNC(=S)Nc3ccccc3OC)ccc21,2.6
Cc1ccc(OC(=O)c2ccc3nc(C)sc3c2)cc1,0.7
O=C(Cn1c(=O)[nH]c2ccsc2c1=O)N1CCN(c2ccc(F)cc2)CC1,0.0
CC1CCN(C(=O)c2ccc3c(c2)NC(=O)CN3)CC1,1.3
CCCCOC(=O)c1sc2nc(C)cc(C)c2c1N,0.6
COC(=O)c1cccc(C23CC4(C2)[C@H](CN(Cc2ccc(-c5ccccc5)cc2)[C@@H]4c2ccccc2)C3c2ccc(C(F)(F)F)cc2)c1 (stereo not given in full),1.5
CCc1c(C(=O)c2ccc(Cl)cc2)oc2c(C)c3oc(=O)cc(C)c3cc12,2.3
O=C(/C=C/c1ccco1)Nc1nc(-c2ccc(F)c(F)c2)cs1,6.0
Cc1occc1-c1nnc(SCc2cc(=O)n3cc(Br)ccc3n2)n1C,-0.2
O=C(Cc1cccs1)Nc1ccccc1-c1nc2ccccc2[nH]1,0.0
C#CCNC(=O)C1=C[C@H](c2ccc3c(c2)OCO3)C[C@H](OCCCCO)O1,-2.3
O=C(Cn1c(O)c(N=NC(=O)c2ccncc2)c2ccccc21)Nc1ccccc1,10
C#CCOCCOCCOCCNc1nc(N2CCN(C(=O)[C@H](Cc3ccc(O)cc3)n3cc([C@@H](N)C(C)CC)nn3)CC2)nc(N2CCN(C(=O)[C@H](Cc3cc4ccccc4[nH]3)n3cc([C@@H](N)CC(C)C)nn3)CC2)n1 (stereo not given in full),-1.0
CCCCCCCc1ccc(C2NC(=S)NC3=C2C(=O)c2ccccc23)cc1 (stereo not given),-1.0
N#CCN1CCC(c2cc(-c3ccco3)n[nH]2)CC1,0.4
C=CS(=O)c1sc(Cl)c(N2CCOCC2)c1[N+](=O)[O-] (stereo not given),-0.6

Arranged by value in CRFR2-BP ag (low to high): some entries from above.
structure,CRFR2-BP ag
CN(CC(=O)N1CCc2[nH]c3ccc(F)cc3c2C1)CC1OCCO1,-0.7
Cc1occc1-c1nnc(SCc2cc(=O)n3cc(Br)ccc3n2)n1C,-0.2
O=C(Cc1cccs1)Nc1ccccc1-c1nc2ccccc2[nH]1,0.0
N#CCN1CCC(c2cc(-c3ccco3)n[nH]2)CC1,0.4
Cc1ccc(OC(=O)c2ccc3nc(C)sc3c2)cc1,0.7
O=C(/C=C/c1ccco1)Nc1nc(-c2ccc(F)c(F)c2)cs1,6.0
O=C(Cn1c(O)c(N=NC(=O)c2ccncc2)c2ccccc21)Nc1ccccc1,10

Next compounds
structure,CRFR2-BP ag
COc1ccc(-c2[nH]nc3c2C(c2ccc(OC(=O)N4CCOCC4)cc2)C(C#N)=C(N)O3)cc1 (stereo not given),-1.0
COC(=O)[C@@]1(Cc2ccc(F)cc2)[C@H]2c3cc(C(=O)N(C)C)n(Cc4ccccc4)c3C[C@H]2CN1C(=O)c1ccccc1,1.8
NC(=O)[C@@H]1CCCNc2c(I)cc([N+](=O)[O-])cc2C(=O)N[C@@H](CO)C(=O)NCC(=O)N1,2.5
c1cc2c(cc1-c1csc(NNC3=NCCCCC3)n1)OCCO2,0.4
CCOC(=O)Nc1ccc2c(CN3C(=O)NC(CC)(CC)C3=O)cc(=O)oc2c1,0.3
C#CCOCCOCCOCCNc1nc(N2CCN(C(=O)CCCCCCCCCCNC(=O)[C@H]([C@@H](C)CC)n3cc(CCCCN=C(N)N)nn3)CC2)nc(N2CCN(C(=O)CCCCCCCCCCNC(=O)[C@H](CCCCN)n3cc(C)nn3)CC2)n1,36
O=C(O)CC(NC(=O)Cc1ccc(Cl)cc1)c1ccco1 (stereo not given),13
O=C(COc1ccc2ccccc2c1)Nc1nnc(-c2ccco2)s1,1.8
O=C(CN1C(=O)NC2(CCc3ccccc32)C1=O)Nc1cc(C(F)(F)F)ccc1N1CCOCC1 (stereo not given),12
COC(=NC(C)C)NC(C)C,-1.6
COC(=O)[C@@]12OC[C@]34[C@H]([C@@H](O)[C@@H]1O)[C@@]1(C)C(=O)C(O[C@@H]5OC(CO)[C@@H](O)[C@@H](O)[C@@H]5O)=C[C@@H](C)[C@@H]1C[C@H]3OC(=O)[C@H](OC(=O)/C=C(\C)C(C)(C)OC(C)=O)[C@@H]24 (stereo not given in full),1.6
CCOC(=O)[C@@H]1[C@H]2COc3ccc(Br)cc3[C@H]2N2C(=O)N(c3ccc(Cl)cc3)C(=O)[C@@]12C,6.9
Oc1ccc2ccccc2c1C=Nc1ccc(N2CCOCC2)cc1,42
Cc1cc(NC(=O)c2n[nH]c(=O)c3ccccc23)ccc1Br,11
CC12CN(C(=O)c3ccc([N+](=O)[O-])cc3)CC(C)(CN(C(=O)c3ccc([N+](=O)[O-])cc3)C1)C2=O,0.8
O=C(Nc1ccc2nc(-c3ccco3)c(-c3ccco3)nc2c1)N1CCCCCC1,8.2
CCCCOc1ncnc2c1[nH]c1ccc(OC)cc12,-0.6
Cc1ccc(-c2csc3nc(=O)c(C)nn23)cc1,-0.5
Cc1ccc(C(=O)NNc2cc(N3CCCC3)nc(N3CCCC3)n2)cc1,-5.4
CCOC(=O)C1=C(C)N=c2s/c(=C/c3ccco3)c(=O)n2C1c1cccc(OC)c1 (stereo not given),-0.5
COc1ccc2c(c1)c(C(=O)CN1CCN(c3ccccc3)CC1)c(C)n2C,-1.9
Cc1cc(Cl)ccc1OCc1nc(-c2ccncc2)no1,0.2
CCC(=O)N1CCc2cc(S(=O)(=O)CCC(=O)Nc3c(C)n(C)n(-c4ccccc4)c3=O)ccc21,0.1
CC1(C)CC(NC(=O)c2ccc(Cl)c(S(=O)(=O)N(Cc3ccccc3)c3ccccc3)c2)CC(C)(C)N1,-0.8
CC(C)c1nnc(NC(=O)c2nc(S(=O)(=O)Cc3ccccc3F)ncc2Cl)s1,0.4
Cc1cccn2c(=O)c3cc(S(=O)(=O)c4ccccc4)c(=N)n(CC4CCCO4)c3nc12 (stereo not given),1.0
C[C@@H](C(=O)NCc1ccc(S(C)(=O)=O)cc1)[C@H]1C[C@]1(C)[C@H](NC(=O)OCc1ccccc1)c1ccccc1,-1.3
CCOC(=O)c1c(NC(=O)c2cc(C)on2)c2cc([N+](=O)[O-])ccc2n1C,0.3
CCOC(=O)c1ccccc1NC(=O)c1c(N)n(C)c(=O)[nH]c1=O,-0.2
COC(=O)[C@@]1(Cc2ccc(F)cc2)[C@H]2c3cc(C(=O)N(C)C)n(Cc4ccc(OC)c(OC)c4)c3C[C@H]2CN1C(=O)c1ccccc1,1.4
COc1ccc(C#Cc2ccc3c(=O)c4ccccc4n(C)c3c2)cc1,5.9
O=C(Nc1ccc(S(=O)(=O)N2CCOCC2)cc1)c1ccc(=O)[nH]c1,3.2
CC(C)(O)c1[nH]c2ccc(C#N)cc2c1C(C)(C)O,0.6
O=C(Nc1ccc(Cl)c(C(F)(F)F)c1)NC1CC2CCCC(C1)N2Cc1ccccc1 (stereo not given),6.2
CCCc1nnc(NC(=O)c2c(O)c3cccc4c3n(c2=O)CC4)s1,0.5
Nc1c(C(=O)OCC2CCCO2)c2nc3ccccc3nc2n1-c1ccc2c(c1)OCCO2 (stereo not given),-1.3
Cc1ccc2c(c1)c1ncnc(N3CCc4ccccc4C3)c1n2C,-2.6
CC#CCN1c2ccccc2[C@]23C[C@@H](C(=O)OC)N(C(=O)c4ccc(Br)cc4)C2=NC(C(=O)OC)=C(C(=O)OC)[C@H]13,0.0
COc1ccc(/C=C2/C(=N)N3C(=NC2=O)Sc2cc(S(C)(=O)=O)ccc23)cc1OC,0.1
COc1cc(OC)c(/C=N/NC(=O)c2ccc(Cn3nc([N+](=O)[O-])cc3C)cc2)c(OC)c1,-1.7
CCOC(=O)C1=C(COc2ccccc2)NC(=O)NC1c1ccc2ccccc2c1 (stereo not given),-0.2
Cc1nccn1-c1c2c(c(C#N)c3nc4ccccc4n13)CCC2,-0.4
COC(=O)C1=C(C)N2C(=O)CSC2=NC1c1ccc2c(c1)OCO2 (stereo not given),4.4
O=C(NCC1CCCO1)C(c1ccc(F)cc1)N(CCCN1CCOCC1)C(=O)c1ccc(-c2ccccc2)[nH]1 (stereo not given),1.4
